Screening results deposited in PubChem BioAssay by National Center for Advancing Translational Sciences (NCATS).
Epigenetic mod: epigenetic GFP locus derepression in mouse cells; Potency, µM (series often up to 46.1 µM), inactives show top-dose GFP derepression (activation); mouse C127i GFP locus derepression, cytometry, 30 h; hit rate 0.09% among 68,000; further: % of control where 0% means no effect
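Locus derepression in mouse mammary C127i cells whose integrated CMV-GFP reporter is normally silent; GFP expression after 30 h compound treatment was quantified by counting fluorescent cells.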
TexasRed autofl: compounds fluorescent in Texas Red spectral region. Compound fluorescence, Texas Red channel, 547/618 nm; stronger effect = higher value. max dye-equivalent concentration, M. hit rate 0.06% among 59,000; in the data active means max dye-equivalent concentration above about 10 nM; inconclusive means between about 1.1 nM and that limit
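Texas Red-region profiling: compounds in 100 mM Tris pH 8.0 were read at 547/618 nm after 15 min at room temperature. Intensities were normalized against a six-point Texas Red standard series to give dye-equivalent concentration.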
Fluorescein autfl: compound fluoresces in the fluorescein spectral region | Compound autofluorescence, 480/540 nm, fluorescein-equivalent; stronger effect = higher value | max fluorescein-equivalent concentration, M | hit rate 0.91% among 59,000; in the data active means max fluorescein-equivalent concentration above about 10 nM; inconclusive means between about 1.1 nM and that limit
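Read-out is intrinsic compound fluorescence at 480/540 nm (excitation/emission), expressed as dye-equivalent concentration using a fluorescein standard series run on every plate. Compounds sat 15 min at room temperature in 100 mM Tris, pH 8.0.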
4MU fluor: compounds fluorescent in 4-MU spectral region; compound autofluorescence, 340/450 nm, 4-MU equivalents; stronger effect = higher value; max dye-equivalent concentration, M; hit rate 11% among 59,000; AID 589; in the data active means max dye-equivalent concentration above about 10 nM; inconclusive means mostly about 1.1 nM to 9.6 nM
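Compounds in 100 mM Tris, pH 8.0, incubated 15 min at room temperature, then fluorescence read at 340 nm excitation/450 nm emission. Signal converted to 4-MU dye-equivalent concentration using an on-plate six-point 4-MU standard curve.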
A350 fluor: compound fluoresces in the Alexa 350 spectral region; AID 590; max dye-equivalent concentration, M; hit rate 11% among 59,000; Compound autofluorescence, 340/450 nm, Alexa 350 dye-equivalents; stronger effect = higher value; in the data active means max dye-equivalent concentration above about 10 nM; inconclusive means mostly about 1.1 nM to 9.6 nM
UbGFP stabilizer: ubiquitin-GFP accumulation via proteasome inhibition; Ubiquitin-GFP reporter cells, proteasome inhibition, GFP fluorescence; response scale: untreated = 0%, 10 µM MG-132 = 100%; Potency, µM (series often up to 45.9 µM), for inactives: top-dose activation (GFP accumulation), most hits filed as activators; 67,000 tested, under 10 active; active means well fitted activation curve with a large enough effect, not every such curve was filed as active; inconclusive means small, poorly fitted or top-dose-only effect, or another doubt; inactive means no such curve, though single readings can be large or run the other way; further: potency means the concentration at half of the fitted maximal effect
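Reporter cells (U2OS, ubiquitin-G76V-GFP fusion) are plated overnight, then treated 4 hr at 37 °C with compound titrations from 46 uM down to 2.9 nM. Activity is scaled against untreated cells and 10 uM MG-132.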
ERK AVP block: blocks ERK signaling stimulated by vasopressin | HEK293-V1b, vasopressin-stimulated pERK AlphaScreen | Potency, µM (titrated, usually from 57.5 µM), for inactives: top-dose activity, negative = inhibition, most hits filed as inhibitors | hit rate 0.99% among 72,000 | AID 995; further: potency means the concentration at half of the fitted maximal effect; on the % scale 0 is the no-effect control and ±100 the full control effect; nearly all actives have a fitted effect of over 55% in size
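Overnight-seeded V1b-HEK293 cells in 1% FBS got compound, then vasopressin (25 nM final, 5 min, 37C), then lysis buffer. AlphaScreen detection of phospho-ERK; activity normalized to basal and full-stimulation controls.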
Hsp90 Hop PPI: changes Hsp90-Hop TPR2A binding signal, up or down. AlphaScreen TPR2A-His6 binding biotin-Hsp90 C-terminal peptide. Potency, µM (series often up to 57 µM), for the others: at the top dose activity change, negative = inhibition. hit rate 0.44% among 71,000. AID 595; active means well fitted curve in either direction with a large enough effect; inconclusive means small, poorly fitted or top-dose-only effect, or another doubt; further: potency means the concentration at half of the fitted maximal effect; on the % scale 0 is the no-effect control and ±100 the full control effect; many of its hits are not listed in these tables
CRE-bla Fsk: modulators of forskolin-stimulated CRE signaling in CHO cells | AID 662 | Potency, µM (titrated, usually from 38.2 µM), for inactives: at the highest dose activity change, negative = inhibition, usual class: activators | CHO CRE-bla reporter (cAMP response element driving beta-lactamase), forskolin EC10, beta-lactamase ratio | hit rate 2.5% among 71,000; active means well fitted activation curve with a large enough effect in the signal ratio, with a control signal flat, not every such curve was filed as active; inconclusive means small, poorly fitted or top-dose-only effect, or effect the other way, or a change in a side signal; the % refers to the signal ratio; further: potency means the concentration at half of the fitted maximal effect; % of control where 0% means no effect
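CRE-bla CHO reporter cells treated with compound titration plus EC10 NKH 477 (water-soluble forskolin), incubated 3 h at 37 °C; CCF4 loading 2 h at room temperature, 460/530 nm emission ratio read, AC50 values derived for positive or negative modulators.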
HBB splice mod: alters splicing of the hemoglobin beta chain. hit rate 0.06% among 65,000. AID 925. HBB splicing reporter cell assay, activation; EGFP reporter with mutant IVS2-654 intron; response scale: normalised to 500 nM splice-correcting PNA. Potency, µM (titrated, usually from 46.1 µM), for inactives: at the highest dose activation, most hits filed as activators; further: potency means the concentration at half of the fitted maximal effect; 0% is about no effect
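Compounds were applied for 2 days to HeLa EGFP-654 cells, 500/well in Optimem with 2% FCS. The reporter's EGFP is disrupted by mis-splicing of beta-globin intron IVS2-654. Readout: summed well GFP fluorescence from 488 nm laser scanning; reference was 500 nM antisense […] 654 PNA.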
Luciferase inh: blocks Photinus pyralis firefly luciferase activity | purified firefly luciferase, luminescence, 8 min | Potency, µM (titrated, usually from 57.1 µM), for the others: at the top dose activity change, negative = inhibition, most hits filed as inhibitors | hit rate 2.2% among 72,000; further: potency means the concentration at half of the fitted maximal effect; on the % scale 0 is the no-effect control and ±100 the full control effect; nearly all actives have a fitted effect of over 40% in size
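Here, luciferase activity is measured as luminescence following an 8 min room-temperature reaction at 10 uM ATP, pH 7.2. Every library sample is titrated.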
Active calls of the source: *; i = inactive; u = inconclusive; x = no result given; & = joins results of further samples; [ ] = remark or other dose. Unless noted, the call rests on the fitted dose curve; in most records, active means well fitted curve in the direction sought with a large enough effect; inconclusive means small, poorly fitted or top-dose-only effect, or another doubt; inactive means no such curve, though single readings can be large; an effect the other way counts as inactive or inconclusive. Some of the compounds tested (hit frequency here may not be typical).

no.	compound	Epigenetic mod	TexasRed autofl	Fluorescein autfl	4MU fluor	A350 fluor	UbGFP stabilizer	ERK AVP block	Hsp90 Hop PPI	CRE-bla Fsk	HBB splice mod	Luciferase inh
1	CCCn1c(=O)c2[nH]c(C3CCCC3)nc2n(CCCOC(=O)c2ccc(S(=O)(=O)F)cc2)c1=O	1.1%	u	u	i	i	-6.5%	-17.8%	-2.9%	3.1%	1.5%	-0.9%
2	CN1CCN(C(=O)COc2ccc(-c3nc4ccccc4s3)cc2)CC1	2.0%	i	i	u	u	10.4%	u	-6.4%	10.0%	2.1%	0.794µM*
3	NP(N)(=O)NC(=O)c1ccc(F)cc1	-1.4%	x	x	x	x	2.5%	10.4%	2.9%	-13.4%	x	1.7%
4	CCn1nc(-c2cccs2)nc2c(=O)n(C)c(=O)nc1-2	4.0%	i	u	i	u	0.2%	8.4%	1.58µM*	u	-0.4%[57.5 µM]	0.3%
5	CC(NC(=O)Oc1ccccc1)C(c1cccs1)N1CCOCC1 (configuration not stated)	-5.3%	i	i	i	i	x	-12.5%	0.7%	-0.7%	5.1%[0.369 µM]	2.9%
6	c1cncc(CNC2=NCCC2)c1	-2.1%	u	u	i	i	0.0%	5.2%	-3.2%	u	-3.1%	1.8%
7	CC[N+](CC)(CCCNC1=CC(=O)C(NCCC[N+](CC)(CC)Cc2ccccc2)=CC1=O)Cc1ccccc1	0.0%	x	x	x	x	-1.3%	7.9%	-5.3%	-11.5%	x	-3.6%
8	CC(=O)[C@@]1(O)CC[C@H]2[C@@H]3CC=C4C[C@@H](O)CC[C@]4(C)[C@H]3CC[C@@]21C	2.4%[20.6 µM]	i	u	i	u	x	x	x	x	x	-1.3%[25.5 µM]
9	Cc1nc2ccccc2n1C1CCN(Cc2nnnn2CCc2ccccc2)CC1	-0.6%	i	i	i	i	4.0%	-9.3%	-4.9%	u	-0.3%[57.5 µM]	1.4%
10	O=c1c2ccccc2nc(CN2CCOCC2)n1-c1ccccc1F	-2.7%	i	i	i	i	-1.7%	-1.5%	0.4%	3.6%	0.3%	2.0%
11	Cc1ncc([N+](=O)[O-])n1CCN=[N+]=[N-]	0.0%[9.22 µM]	i	i	i	i	-5.8%[9.17 µM]	-14.4%[11.5 µM]	1.5%[11 µM]	2.8%[7.6 µM]	2.6%[9.22 µM]	-1.2%[11.4 µM]
12	Clc1ccc(C2=CCC[C@H]3CC[C@@H]2N3)cn1	-0.4%	x	x	x	x	1.8%	4.9%	-2.1%	-7.1%	x	-0.3%
13	CC(C)NS(=O)(=O)c1ccc(OCC(=O)N2CCN(Cc3ccccc3)CC2)c(Cl)c1	4.3%	i	i	i	i	-3.5%	-17.7%	-2.5%	5.1%	0.0%	1.7%
14	O=C(C1c2ccccc2C(=O)N2CCc3ccccc3C12)N1CCC2(CC1)OCCO2 (configuration not stated)	2.2%	i	i	i	i	-3.6%	-21.1%	-1.6%	-3.9%	-0.7%	5.2%
15	CSc1ccc(C(=O)C(C)(C)N2CCOCC2)cc1	0.0%	i	u	i	i	5.1%	20.6%	5.7%	-1.5%	-2.5%	0.2%
16	COc1cc(Cn2c(=O)oc3ccc(C)cc32)ccc1OC(C)C	1.2%	u	i	i	i	1.3%	u	14.7%	u	x	1.2%
17	Nc1ccc(CCN2CCN(c3cccc(C(F)(F)F)c3)CC2)cc1	-2.8%	u	i	u	u	1.6%	u	-6.0%	-10.0%	0.8%	-13.7%
18	CCCn1nc2ccccc2c1P(=O)(N1CCOCC1)N1CCOCC1	-1.1%	i	u	i	i	1.3%	6.4%	-2.6%	11.2%	-0.4%	1.3%
19	O[C@H](CN1CC1)[C@@H](O)CN1CC1	6.7%[9.22 µM]	i	i	i	i	-1.7%[9.17 µM]	-1.0%[11.5 µM]	-1.9%[11 µM]	1.3%[7.6 µM]	0.1%[9.22 µM]	2.4%[11.4 µM]
20	Nc1ncnc2c1ncn2[C@@H]1O[C@@H](COP(=O)(O)CP(=O)(O)OP(=O)(O)O)[C@H](O)[C@@H]1O	2.1%	i	u	i	i	6.2%	6.7%	-8.2%	-8.1%	2.4%	3.0%
21	CCCCCCn1c(O)c(C=NC2CCCCC2N)c(=O)[nH]c1=O (configuration not stated)	7.3%	u	i	i	i	-2.1%	-5.0%	-1.5%	-8.4%	-1.2%	1.26µM*
22	O=C1CC(C(=O)N2CCC3(CC2)OCCO3)CN1CCc1ccccc1 (configuration not stated)	3.4%	i	u	i	i	-6.5%	7.5%	3.0%	u	-1.7%	-0.6%
23	C[Se]C[C@@H](N)C(=O)O	2.2%	i	u	i	i	-1.3%	u	-8.0%	-4.8%	-0.3%	-6.5%
24	CC1(C)NCCN2C(=O)CSC21 (configuration not stated)	-2.3%[20.6 µM]	i	i	i	i	x	x	x	x	x	0.8%[25.5 µM]
25	CCC[C@@](C)(COC(N)=O)COC(=O)NC(C)C	0.0%[20.6 µM]	i	u	i	i	-6.8%[20.5 µM]	8.3%[25.7 µM]	1.4%[26 µM]	u	-0.2%[20.6 µM]	2.5%[25.5 µM]
26	CCCCn1c(O)c(C=NCCCN(CC)CC)c(=O)[nH]c1=O	0.0%	i	i	i	i	0.0%	-5.5%	-2.7%	2.0%	0.7%	3.0%
27	Cc1cccc(N2C(=O)NC(=O)C3(Cc4cc(C)ccc4N(C)C3)C2=O)c1 (configuration not stated)	2.2%	i	i	i	i	-6.8%	-3.3%	-1.4%	3.7%	2.0%[0.369 µM]	2.0%
28	CN(C)C(=O)Oc1ccc(C(=O)c2ccccc2)cc1	-1.5%	x	x	x	x	-2.9%[9.17 µM]	-2.6%	-6.5%[11 µM]	u	-0.7%[0.0738 µM]	-1.1%
29	N=Cc1c(O)n(-c2cccc(Cl)c2)c(=O)[nH]c1=O	4.3%	u	i	i	i	2.6%	-15.5%	-0.9%	8.4%	1.5%	1.4%
30	COc1ccc(NC(=O)CN2C3CCC2CC(O)(c2cccnc2)C3)cc1OC (configuration not stated)	-1.4%	i	i	i	i	-4.5%	-7.8%	0.3%	4.0%	x	2.5%
31	CCn1c(=O)n(CC(=O)N2CCC3(CC2)OCCO3)c(=O)c2ccccc21	2.3%	i	i	i	i	-3.7%	-13.3%	-3.5%	1.7%	0.2%	1.7%
32	Oc1cc2c(cc1CN1CCN(c3ccccc3)CC1)CCC2	0.0%	u	u	i	i	1.3%	19.1%	-2.6%	-4.8%	0.2%[57.5 µM]	6.0%
33	Oc1c(Cl)c(Cl)c(Cl)c(Cl)c1Cl (tested in a mixture with another compound)	10.3%&0.0%&0.0%&-3.4%[9.22 µM]	i	u	i	i	5.5%&8.1%&-6.8%&7.2%[9.17 µM]	-22.4%&12.9%&10.8%[11.5 µM]	-3.9%&-1.9%&-3.2%&0.7%[11 µM]	u	1.8%&0.4%&1.7%&-0.4%[9.22 µM]	1.4%&-0.1%&-0.4%&1.8%[11.4 µM]
34	CC(C)Cc1[nH]c(=O)c(C#N)c2c1CCC2	-8.1%[20.6 µM]	i	i	1.42e-08M*	1.69e-08M*	x	x	x	x	x	3.1%[25.5 µM]
35	CP(=O)(O)C1=CCNCC1	-2.2%	i	u	i	i	4.6%	30.2%[activator]	-7.9%	-0.7%	-0.7%	-1.0%
36	O=c1[nH]c(=O)n(Cc2ccco2)c(O)c1C=NCc1cccs1	6.6%	i	u	i	i	0.0%	u	-4.3%	29.2%	6.4%[1.84 µM]	0.2%
37	CCCCn1c(C)c(C(=O)OCC)c2c(CN3CCOCC3)c(O)ccc21	0.0%	x	x	x	x	4.3%	1.9%	-5.7%	7.7%	-1.2%	1.8%
38	CCN1c2nc3ccccn3c(=O)c2CC2(C(=O)N(C)C(=O)N(C)C2=O)C1C (configuration not stated)	2.9%	i	u	i	i	5.4%	13.0%	-1.7%	u	-1.3%	-0.4%
39	CC(=NCCCN1CCCCC1)c1c(O)n(Cc2ccccc2)c(=O)[nH]c1=O	-0.5%	i	u	i	i	x	-21.5%	-5.1%	-14.5%	0.5%[0.369 µM]	3.0%
40	CN1CSC(=S)N(C)C1	6.31µM*	x	x	x	x	15.3%	-12.6%&-1.4%	-5.3%	-4.6%&-12.9%	0.8%&1.3%	1.7%
